FEN1 inh – qHTS Assay for the Inhibitors of Human Flap endonuclease 1 (FEN1); P39748; Recombinant FEN1 flap cleavage, fluorescence, 15 min; Potency, µM (doses to about 114 µM), for the others: at the highest dose activity change, negative = inhibition, hits mostly inhibitors; 390,000 compounds, 0.35% hits; note: nearly all actives have a fitted effect of over 65% in size
Target sequence (P39748 whole entry, looked up): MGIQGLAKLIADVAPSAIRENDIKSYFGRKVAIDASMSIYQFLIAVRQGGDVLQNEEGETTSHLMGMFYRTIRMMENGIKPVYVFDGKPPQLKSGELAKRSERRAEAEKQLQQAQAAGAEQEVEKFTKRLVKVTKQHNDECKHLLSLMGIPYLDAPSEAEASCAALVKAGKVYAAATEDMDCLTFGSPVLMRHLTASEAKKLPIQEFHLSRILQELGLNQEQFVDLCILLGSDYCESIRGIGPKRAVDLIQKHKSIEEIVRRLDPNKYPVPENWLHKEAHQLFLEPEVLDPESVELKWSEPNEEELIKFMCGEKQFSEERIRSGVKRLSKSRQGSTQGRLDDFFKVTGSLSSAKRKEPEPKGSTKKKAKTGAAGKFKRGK
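Compounds are tested as a concentration series against 10 nM FEN1; after a 15 min room-temperature preincubation, 50 nM substrate starts cleavage, with plate reads at 0 and 15 min. Normalized responses are fitted by a Hill equation.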
TDP1 cell CPT – qHTS for Inhibitors of human tyrosyl-DNA phosphodiesterase 1 (TDP1): qHTS in cells in presence of CPT; 420,000 compounds, 12% hits; Potency, µM (doses to about 46.2 µM), without a hit: at the top dose activity change, negative = growth inhibition, usual class: inhibitors; chicken DT40 Tdp1-/-;hTDP1 cells + 20 nM CPT, ATP luminescence, 48 h; AID 686979, 2013; note: nearly all actives have a fitted effect of over 55% in size
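Chicken DT40 Tdp1-/- cells complemented with human TDP1, 400 cells/well, exposed to compounds plus 20 nM camptothecin for at least 48 h at 37 C; viability read as ATP content by CellTiter-Glo luminescence.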
N370S GC – qHTS Assay for Inhibitors and Activators of N370S glucocerebrosidase as a Potential Chaperone Treatment of Gaucher Disease. AID 2101, 2009. N370S GC spleen homogenate, 4MU-glucoside fluorescence. Potency, µM (highest dose often 59.4 µM), inactives show at the top dose activity change, negative = inhibition, hits mostly inhibitors. Lysosomal acid glucosylceramidase (Homo sapiens), P04062. 330,000 compounds, 0.092% hits;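 note: 0% = full enzyme activity and -100% = no enzyme basal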
Active calls of the source: *; ? = inconclusive; . = no result given; & = joins results of further samples; [ ] = remark or other dose. Calls come from the whole dose curve; as a rule, active = well fitted curve in the direction sought with a large enough effect; inconclusive = small, poorly fitted or top-dose-only effect, or another doubt; inactive = no such curve, though single readings can be large; an effect the other way counts as inactive or inconclusive. Unless noted, % is set by controls: 0 for no effect and ±100 for the full control effect; potency is the fitted concentration of half-maximal effect.

Results follow in this order: FEN1 inh, TDP1 cell CPT, N370S GC
- CC1CCN(S(=O)(=O)c2ccc3c(c2)N(CC(=O)NCCN(C)C)C(=O)CS3)CC1
 : -7%, -16%, .
- O=C(CN1C2=NCCCN2c2ccccc21)c1ccc2c(c1)OCO2
 : -4%, ?, -18%
- Cc1ccccc1CNC(=O)Nc1ccc(Cl)cc1
 : 15%, ?, -3%
- COc1ccc(CCN(C)c2ccc(S(=O)(=O)N3CCCC3)cc2[N+](=O)[O-])cc1OC
 : -6%, 16µM*, 20%
- COc1cccc(CNC(=O)CCC2CCCN(C(=O)CCC(F)(F)F)C2)c1 (stereo unspecified)
 : -1%, -18%, 10%
- Cc1cc(C)cc(NC(=O)CC23CC4CC(C2)CC(n2nnc(C)n2)(C4)C3)c1
 : -11%, ?, 20%
- N[C@@H](CCS(=O)O)C(=O)O
 : ., ?, 4%&20%
- CCNc1ncc2nc(-c3ccc(Cl)cc3)c(=O)n(C)c2n1
 : ., -3%, 21%
- COC(=O)c1ccccc1NC(=O)c1cc(C)no1
 : -3%, 0%, -13%
- Cc1ccccc1-c1csc(N)n1
 : -5%, -6%, .
- CC1CCN(c2ccc3nnc(CCC(=O)N4CCN(c5ccc(F)cc5)CC4)n3n2)CC1
 : -7%, ?, 2%
- COc1cccc(CNC(=O)C2CCN(S(=O)(=O)c3cnc[nH]3)CC2)c1
 : 11%, -1%, -12%
- CSc1ncccc1C(=O)NCc1ccc(C)cc1
 : 2%, -11%, 1%
- CC(C)n1cc(CN2CCC(Oc3ccc(C(=O)N4CCCCC4)cc3)CC2)cn1
 : -1%, -1%, -2%
- c1ccc(CN2CCC3(CC2)Nc2ccccc2CO3)cc1
 : -1%, -11%, -2%
- COc1ccccc1CNC(=O)c1ccc(CS(=O)(=O)c2c(Cl)cccc2Cl)o1
 : -16%, ?, .
- CC1=CC(C)(C)N=C(Nc2ccc(C)cc2)S1
 : 7%, ?, -6%
- Cc1ccc2nc(NC(=O)CC3Oc4ccccc4NC3=O)sc2c1 (stereo unspecified)
 : 18%, 2%, -3%
- CCOc1ccccc1NC(=O)c1cc2c(Cl)nc3ccccc3c2s1
 : -11%, 13%, .
- O=C(NCc1ccc2c(c1)OCO2)C(=O)NCC1OCCN1S(=O)(=O)c1ccc(Cl)cc1 (stereo unspecified)
 : -2%, -27%, -5%
- COc1ccc(N2CCN(C(=O)c3cc4ccc5cccnc5c4[nH]3)CC2)cc1
 : -16%, ?, .
- CC(=O)Nc1ccc(N/C(N)=N/c2nc(C)cc(C)n2)cc1
 : ?, ?, -3%
- O=C(c1ccc([N+](=O)[O-])cc1)N(Cc1ccccc1)c1ccccn1
 : -5%, 20%, -1%
- S=C(Nc1ccc(Cl)cc1Cl)N1CCOCC1
 : 2%, 5%, -2%
- COc1cccc(C2=NOC(C(=O)Nc3ccccc3SC)C2)c1 (stereo unspecified)
 : -9%, ?, -1%
- O=C(CC1CCCC1)N1CCCC(Nc2cccc(F)c2)C1 (stereo unspecified)
 : 6%, -22%, 2%
- Cc1cccc(Cn2c(CNS(=O)(=O)c3ccc4c(c3)CCCC4)nc3cccnc32)c1
 : 2%, ?, .
- CC(=O)NNC(=S)NC(=O)c1ccc(C)cc1
 : 7%, 1%, 0%
- CCN(CC)S(=O)(=O)c1cc(C)c(C)cc1OCC(=O)NC1CCCC1
 : -11%, 15µM*, ?
- COC(=O)c1ccc(CNC(=O)CNc2cc(C(F)(F)F)ccc2N2CCOCC2)cc1
 : -6%, -7%, -9%

Reprinted at random: 6 compounds from above
Results follow in this order: FEN1 inh, TDP1 cell CPT, N370S GC
- CCN(CC)S(=O)(=O)c1cc(C)c(C)cc1OCC(=O)NC1CCCC1
 : -11%, 15µM*, ?
- O=C(NCc1ccc2c(c1)OCO2)C(=O)NCC1OCCN1S(=O)(=O)c1ccc(Cl)cc1 (stereo unspecified)
 : -2%, -27%, -5%
- CCOc1ccccc1NC(=O)c1cc2c(Cl)nc3ccccc3c2s1
 : -11%, 13%, .
- COc1cccc(C2=NOC(C(=O)Nc3ccccc3SC)C2)c1 (stereo unspecified)
 : -9%, ?, -1%
- Cc1cccc(Cn2c(CNS(=O)(=O)c3ccc4c(c3)CCCC4)nc3cccnc32)c1
 : 2%, ?, .
- CC1=CC(C)(C)N=C(Nc2ccc(C)cc2)S1
 : 7%, ?, -6%

Next part.
Results follow in this order: FEN1 inh, TDP1 cell CPT, N370S GC
- CC(C)Oc1ccc(C2CNC(=O)C2)cc1 (stereo unspecified)
 : 41%[activator], -13%, 3%
- COCCN(C(=O)c1ccc(-c2ccc(Cl)cc2)o1)c1c(N)n(CC(C)C)c(=O)[nH]c1=O
 : -6%, -8%, .
- CCn1nccc1C(=O)Nc1nc2ccccc2n1CCN1CCCCC1
 : -1%, 35µM*, 4%
- c1ccc(N2OCC3Cn4c(nc5ccccc54)C32)cc1 (stereo unspecified)
 : 2%, -10%, 9%
- CC(=O)c1cccc(NC(=O)C2CCN(S(C)(=O)=O)CC2)c1
 : 9%, -2%, 6%
- CCc1ccc(NS(=O)(=O)c2c(C)noc2C)cc1
 : 17%, -11%, -7%
- COc1ccccc1CNC(=O)CCCCn1c(=O)c2ccccc2n(Cc2ccccc2F)c1=O
 : -11%, 3.7µM*, .
- Cn1cc(CN2CCc3c([nH]c4ccccc34)C2C2CCCCC2)cn1 (stereo unspecified)
 : -4%, -23%, -17%
- Nc1c(C(=O)Nc2ccc3c(c2)OCCO3)nnn1Cc1ccc(Cl)cc1
 : 0%, -17%, -3%
- C=CCn1c(SCC#N)nc2ccc(Cl)cc2c1=O
 : -10%, -6%, .
- O=C(Nc1cccc(Cl)c1)N1CCN(c2ncccn2)CC1
 : -5%, -7%, 0%
- CCOC(=O)c1sc2nc(C)nc(N3CCCCC3C)c2c1C (stereo unspecified)
 : 2%, ?, 27%
- CCCCc1ccc(-c2csc(/C(C#N)=C/c3ccc(C)o3)n2)cc1
 : 5%, -15%, 11%
- Cc1ccc(C(=O)N(Cc2ccccc2)C(C)(C)C)cc1C
 : 8%, 16µM*, 7%
- CC(=O)C1=C(O)C(=O)N(CCO)C1c1ccccc1 (stereo unspecified)
 : 9%, 7%, -2%
- Cc1ccccc1C(=O)NC[C@@H]1CCCN2CCCC[C@H]12
 : -3%, 15%, 6%
- COC(=O)c1ccc(C(=O)OC)c(NC(=O)C(C)C)c1
 : -2%, 4%, 4%
- Cc1ccc(CN(C)C(=O)CCNS(=O)(=O)c2ccccc2)o1
 : 21%, 10%, .
- COc1cccc(-c2nc(NCc3ccco3)c3ccccc3n2)c1O
 : -11%, -19%, 12%
- CCOC(=O)c1c(-c2ccc(Br)cc2)csc1NC(=O)c1ccc(F)cc1
 : 14%, -12%, .
- COc1ccc2[nH]c3c(=O)n(Cc4ccco4)cnc3c2c1
 : -10%, -2%, 6%
- CSCCC1COC(c2cccs2)=N1 (stereo unspecified)
 : 7%, 24%, -9%
- COc1cccc(C(=O)CSc2nnc(-c3cc(OC)c(OC)c(OC)c3)o2)c1
 : -15%, ?, 4%
- COc1ccc(N(CC(=O)NCc2ccc(C)cc2)S(=O)(=O)c2c(C)noc2C)cc1
 : -6%, -7%, -1%
- Cc1onc(-c2ccccc2)c1C(=O)/C=C/N(C)C
 : -12%, 2%, -18%
- O=S(=O)(c1ccccc1)N1CCn2c(nc3ccccc32)C1
 : -4%, -1%, -1%
- CCOC(=O)N1CCc2c(sc3c2C(=O)NC(c2cc(OC)c(OC)c(OC)c2)N3)C1 (stereo unspecified)
 : -14%, 3.7µM*, .
- CC(=O)c1cccc(NC(=O)CCC(=O)c2ccc(F)cc2)c1
 : 15%, 10%, 5%
- COc1ccc(C2C3=C(CCCC3=O)Nc3c(-c4ccccc4)c(C)nn32)cc1 (stereo unspecified)
 : -3%, -23%, 13%
- COc1cc2c(cc1OC)N1C(=O)CC(OCC(=O)O)C3C4CC5(CCN5C(=O)C4=O)C2C31 (stereo unspecified)
 : 2%, 8%, 2%

The list goes on:
SMILES	FEN1 inh	TDP1 cell CPT	N370S GC
Nc1nc(-c2ccccc2)cc(C(F)(F)F)n1	-11%	4%	-11%
Cc1nnc2n(Cc3ccccc3)c(=O)c3c4c(sc3n12)COC(C)(C)C4	0%	-12%	8%
O=C(CSc1nnc2scc(-c3ccccc3)n12)Nc1ccc2c(c1)OCCO2	-1%	-16%	-25%
Cc1ccc2[nH]c(=O)c(CN(CCCN(C)C)C(=O)Nc3ccc(Cl)cc3)cc2c1	4%	7.1µM*	-4%
Nn1c(SCC(=O)NNC(=O)c2ccccc2)nnc1-c1ccccc1F	1%	28%	-1%
CCCCC(=O)Nc1ccc(Br)cn1	-5%	5%	5%
O=C(/C=C/c1ccc2ccccc2n1)N1CCN(c2ccccc2)CC1	-20%	4%	-3%
CCN1CCN(S(=O)(=O)c2c(C)[nH]c(C)c2C(=O)N2CCCCC2)CC1	-3%	-6%	-3%
O=C(Nc1ccc(Br)cc1)c1ccccc1Br	-15%	-10%	-8%
CC(C)(C)c1ccc(-c2cnco2)cc1	-2%	-11%	-8%
COc1ccc(-c2nc3ccccc3o2)cc1NC(=O)c1cc([N+](=O)[O-])ccc1N1CCOCC1	19%	2%	.
CCCCc1cc(=O)oc2cc(OCC(=O)Nc3cccnc3)c(Cl)cc12	-15%	?	8%
CCOCCCNC(=S)NCCNc1nc2ccc(C)cc2cc1C#N	2%	?	-13%
COc1ccc(NC2CCCN(C(=O)CCc3scnc3C)C2)cc1 (stereo unspecified)	1%	3%	-4%
CCOC(=O)c1ccc(NC(=O)CSc2nnc(COc3ccccc3)n2C)cc1	4%	16%	0%
COC(=O)N1CCC2(CCCN(C(=O)Nc3ccc(OC)cc3)C2)CC1	.	3%	-2%
COc1ccc(C(=O)N2CCC(C(=O)Nc3ccccc3Cl)CC2)cc1	4%	1%	.
Cc1ccc(C)c(NS(=O)(=O)c2ccc3c(c2)n(C)c(=O)n3C)c1	-9%	-20%	.
Clc1ccccc1OCCn1cnc2ccccc21	-9%	-18%	8%
O=C(CCCn1c(=O)c2cccn2c2cccnc21)Nc1ccccc1C(F)(F)F	-6%	-14%	.
Cc1ccc(N2C(=O)CS/C2=C(\C(Cl)=C(Cl)Cl)[N+](=O)[O-])cc1	-21%	-26%	-1%
COc1ccc(C)c2sc(N(CCN(C)C)C(=O)c3cccc(N4C(=O)CCC4=O)c3)nc12	2%	1%	-4%
O=C(Nc1ccc(Br)cc1F)c1ncoc1-c1ccco1	18%	-24%	.
O=[N+]([O-])c1ccc(Oc2ccc(-c3nnco3)cc2)c(Cl)c1	-20%	-17%	-12%
CC(C)(CNC(=O)c1cccc(NS(=O)(=O)c2ccc(Br)cc2)c1)N1CCOCC1	3%	-1%	-8%
O=C(CCc1nnc2n(Cc3ccc(Cl)cc3)c(=O)c3ccccc3n12)N1CCN(c2ccccn2)CC1	-18%	21µM*	-4%
COC(=O)c1ccccc1S(=O)(=O)N1CCC(C(=O)N(C)CCOc2ccccc2)CC1	-1%	?	-10%
CCOC(=O)C1C(=O)Nc2nc3ccccc3n2C1C(C)C (stereo unspecified)	5%	3%	4%
CC(=O)OC(C(=O)NC1CCCCC1)c1ccccc1F (stereo unspecified)	20%	-14%	1%
CCC(=O)N1c2ccccc2CC1C(=O)NCCN1CCN(c2cc(Cl)ccc2C)CC1 (stereo unspecified)	-3%	21µM*	.
NC(=O)C1CCN(C(=O)c2cc3c(s2)CCCCC3)CC1	4%	3%	.
CC(C)c1ccccc1NC(=O)Cn1c(/C=C/c2ccccc2)nc2ccccc21	6%	18µM*	-3%
COc1ccc(/C=N/N2CCN(Cc3ccccc3)CC2)cc1	-11%	-13%	-9%
Oc1c(C(c2ccc(Cl)cc2)N2CCCC2)cc(Cl)c2cccnc12 (stereo unspecified)	-11%	4.1µM*	-3%
OC(CN1C=CCc2ccccc21)c1ccc(Cl)cc1Cl (stereo unspecified)	-4%	?	.
Cc1cccc(NC(=O)CSc2nc(=O)n(Cc3ccccn3)c3c2CCC3)c1C	-11%	4%	.
CC(C)CN1CCN(Cc2cnc(N3CCOCC3)s2)CC1CCO (stereo unspecified)	0%	16%	-7%

Compound profiles (already shown). Screens in order: FEN1 inh, TDP1 cell CPT, N370S GC
`NC(=O)C1CCN(C(=O)c2cc3c(s2)CCCCC3)CC1` reads 4%, 3%, .
`Oc1c(C(c2ccc(Cl)cc2)N2CCCC2)cc(Cl)c2cccnc12` (stereo unspecified) reads -11%, 4.1µM*, -3%
`Cc1cccc(NC(=O)CSc2nc(=O)n(Cc3ccccn3)c3c2CCC3)c1C` reads -11%, 4%, .
`OC(CN1C=CCc2ccccc21)c1ccc(Cl)cc1Cl` (stereo unspecified) reads -4%, ?, .

Source: PubChem BioAssay (National Center for Advancing Translational Sciences (NCATS))

These rows are one share of the data; the hit share may differ from the screen's.
